# TRHR PAM – qHTS for Small Molecule Agonists and Allosteric Enhancers of Human TRH Receptor: Primary Screen for Enhancers; Thyrotropin-releasing hormone receptor (Homo sapiens), P34981; TRHR cells, fluo-8 calcium fluorescence, EC20 TRH enhancement; enhancement, % at 2 µM; 360,000 compounds, 0.66% hits; AID 493056, 2011; in the data active = enhancement above about 30%; also: 0% is about no effect
#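 TRHR-expressing cells loaded with fluo-8 calcium dye were read kinetically (ex 480/em 530) during compound addition, then stimulated with an EC20 of TRH (10 nM final). Enhancement of the Gq-mediated intracellular calcium response was scored.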
# RXFP1 antagonist – qHTS Assay for Antagonists of the Relaxin Receptor RXFP1. Relaxin receptor 1 (Homo sapiens), Q9HBX9. HEK293-RXFP1, relaxin-stimulated cAMP HTRF, 30 min; hits give low values. activity change, negative = inhibition, % at 57.5 µM. 350,000 compounds, 0.59% hits;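 active = activity change of -60% or lower, but not beyond a set lower limit; inconclusive = change between -60% and -40%, or beyond the set limit; inactive = change above -40%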; also: % is scaled to controls: 0 for no effect and ±100 for the full control effect
# Target sequence (Q9HBX9 whole entry, looked up): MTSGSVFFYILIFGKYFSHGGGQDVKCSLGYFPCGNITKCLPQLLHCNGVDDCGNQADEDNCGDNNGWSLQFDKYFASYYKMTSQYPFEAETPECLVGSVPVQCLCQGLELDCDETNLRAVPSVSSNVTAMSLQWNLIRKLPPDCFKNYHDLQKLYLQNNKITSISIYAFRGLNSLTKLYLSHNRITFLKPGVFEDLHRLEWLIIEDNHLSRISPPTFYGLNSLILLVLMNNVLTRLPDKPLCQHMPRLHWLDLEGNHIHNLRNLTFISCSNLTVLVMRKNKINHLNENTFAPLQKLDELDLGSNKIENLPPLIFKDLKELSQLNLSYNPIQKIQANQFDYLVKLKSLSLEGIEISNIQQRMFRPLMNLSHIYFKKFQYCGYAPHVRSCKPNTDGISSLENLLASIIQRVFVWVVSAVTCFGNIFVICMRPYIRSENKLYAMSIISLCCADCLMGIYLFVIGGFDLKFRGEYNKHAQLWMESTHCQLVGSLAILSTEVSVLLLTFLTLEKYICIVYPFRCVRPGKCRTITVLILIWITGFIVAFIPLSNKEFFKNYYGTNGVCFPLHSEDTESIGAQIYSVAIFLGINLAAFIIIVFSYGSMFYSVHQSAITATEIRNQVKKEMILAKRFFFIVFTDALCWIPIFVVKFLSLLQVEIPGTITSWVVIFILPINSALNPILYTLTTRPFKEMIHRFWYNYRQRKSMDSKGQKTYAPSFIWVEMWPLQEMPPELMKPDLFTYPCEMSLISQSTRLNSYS
# D1 antagonist – Antagonist of Human D 1 Dopamine Receptor: qHTS; activity change, negative = inhibition, % at 10 µM; HEK293 TREx D1 cells, calcium flux, dopamine EC80; hits give low values; D(1A) dopamine receptor (Homo sapiens), P21728; 360,000 compounds, 3.2% hits; in the data active = activity change below about -30%; also: % is scaled to controls: 0 for no effect and ±100 for the full control effect
#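 Kinetic fluorescence of a calcium dye serves as the read-out. D1-expressing Hek293 Trex cells, induced overnight at 30 C, are exposed to compound for 180 s before an EC80 dopamine addition, then read 180 s further.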
# D2 potentiator – HTS Assay for Positive Allosteric Modulators of the Human D2 Dopamine Receptor: Primary Screen for Potentiators | HEK293 T-REx D2, calcium flux, EC20 dopamine potentiation | 340,000 compounds, 0.34% hits | D(2) dopamine receptor (Homo sapiens), P14416 | potentiation, % at 10 µM | AID 485347, 2010;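 active = potentiation over 3 SD above the plate norm, cut at about 30% in these data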; also: 0% is about no effect
#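 Potentiation of an EC20 dopamine calcium response is measured in a force-coupled, tetracycline-inducible Hek293 Trex D2 line. Compound-only kinetic reads over 180 s flag agonists before dopamine addition.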
# RXFP1 agonist – qHTS Assay for Agonists of the Relaxin Receptor RXFP1; HEK293T-RXFP1 cAMP TR-FRET, 30 min; response scale: percent of porcine relaxin response, buffer zero; Potency, µM (series often up to 57.5 µM), without a hit: at the top dose activation, actives largely listed as activators; 370,000 compounds, 0.3% hits; AID 2676, 2010; also: potency is read from the fitted curve at half-maximal effect; % is scaled to controls: 0 for no effect and ±100 for the full control effect; nearly all actives have a fitted effect of over 60% in size; many of its hits are not listed in these tables
#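 cAMP rise read by TR-FRET after 30 min, 37C compound exposure (up to 58 uM) in RXFP1-transfected HEK293 cells with Ro 20174 present. EC50 from Hill-equation fits, with 29 nM porcine relaxin as 100% and buffer as basal.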
# D1 potentiator – Potentiators of Human D1 Dopamine Receptor: qHTS. D(1A) dopamine receptor (Homo sapiens), P21728. HEK293 TREx D1 cells, calcium flux, dopamine EC20 potentiation. 360,000 compounds, 0.036% hits. AID 504651, 2011. potentiation, % at 10 µM; in the data active = potentiation above about 30%; also: 0% is about no effect
# Anesthetic bind – qHTS Assay for Identification of Novel General Anesthetics; Ferritin light chain (Equus caballus), P02791; apoferritin/1-aminoanthracene competitive binding, fluorescence; Potency, µM (series often up to 77.5 µM), inactives show at the top dose activity change, negative = displacement, most hits filed as inhibitors; 350,000 compounds, 0.074% hits; AID 485281, 2010; also: potency is read from the fitted curve at half-maximal effect; % is scaled to controls: 0 for no effect and ±100 for the full control effect; nearly all actives have a fitted effect of over 20% in size
#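 Steps: apoferritin (10 uM) was premixed with half-saturated 1-AMA in PBS, compounds were pin-transferred, plates stood 10 min at room temperature, fluorescence was read at 380/535 nm, and curves were fitted with a Hill equation.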
# D1 ag – Allosteric Agonists of the Human D1 Dopamine Receptor: qHTS; D(1A) dopamine receptor (Homo sapiens), P21728; HEK293 T-REx D1 cells, calcium flux, agonist mode; activation, % at 2 µM; 360,000 compounds, 1% hits; in the data active = activation above about 30%; also: 0% is about no effect
#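 Agonism was scored from calcium flux recorded over 180 s (1 read/s) after pintool compound addition, following a 10-cycle baseline. Cells were inducible force-coupled HEK293 TREx D1, plated overnight at 30 C and loaded with no-wash calcium dye.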
# TRHR ag – qHTS for Small Molecule Agonists and Allosteric Enhancers of Human TRH Receptor: Primary Screen for Agonists; AID 493084, 2011; 360,000 compounds, 0.18% hits; activation, % at 2 µM; TRHR cells, calcium flux fluo-8, FDSS agonist mode; Thyrotropin-releasing hormone receptor (Homo sapiens), P34981; in the data active = activation above about 30%; also: 0% is about no effect
#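 TRHR-expressing cells loaded with fluo-8 calcium dye; 23 nL library compound pin-transferred, kinetic FDSS fluorescence (Ex 480/Em 530) recorded about 180 s for agonist-induced calcium release, before a 10 nM TRH EC20 addition for potentiator mode.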
# Starred values were filed as active, the others as inactive; ? = inconclusive; nt = no result given. Unless noted, calls follow the shape of the dose curve; as a rule, active = well fitted curve in the direction sought with a large enough effect; inconclusive = small, poorly fitted or top-dose-only effect, or another doubt; inactive = no such curve, though single readings can be large; an effect the other way counts as inactive or inconclusive.
1	COCCCNC(=O)c1cnc2sc(N3CCCCCC3)nn2c1=O
2	COc1ccc(/C=C(/NC(=O)c2ccccc2)C(=O)NCCN2CCOCC2)cc1OC
3	CC(=O)OCc1c(C)cc(C)c(/C=C(/C#N)C(N)=O)c1C
4	CCOC(=O)C1CCN(C(=O)CCNC(=O)Cn2cnc3ccccc3c2=O)CC1
5	CS(=O)(=O)c1cccc(C(=O)Nc2ccccc2Cc2ccccc2)c1
6	COc1cc2[nH]c(Cl)c([N+](=O)[O-])c2cc1OC
7	O=C(O)CCc1ccc(S(=O)(=O)NCCc2ccccc2)cc1
8	CCOc1ccc(C(=O)C(C)=O)c(OCC)c1

Assay by compound	1	2	3	4	5	6	7	8
D2 potentiator	4	-3	4	13	-12	-4	3	9
D1 ag	1	5	1	4	3	1	4	-1
D1 antagonist	0	-8	6	2	-13	-31*	-3	3
TRHR ag	0.4	0.1	0.8	0.9	-1.0	0.7	0.2	-0.6
Anesthetic bind	-9%	-4%	-6%	7%	7%	4%	-11%	-10%
RXFP1 antagonist	-9	9	-4	8	-13	5	4	7
RXFP1 agonist	4.6%	0.4%	0.8%	8.3%	-2.4%	-0.5%	1.1%	0.9%
TRHR PAM	9	2	-1	-5	-7	13	-3	16
D1 potentiator	-9	2	-2	-7	-6	-8	-2	4

9	Cc1ccc[n+](CC(=O)Nc2cccc([N+](=O)[O-])c2)c1
10	CC(NC(=O)c1ccc(S(C)(=O)=O)cc1)c1cccc2ccccc12 (stereo unspecified)
11	O=C(CSc1cn(CCNC(=O)c2c(F)cccc2F)c2ccccc12)NCC1CCCO1 (stereo unspecified)
12	O=C(N/N=C\c1cccc(OC(=O)c2ccco2)c1)c1ccc2c(c1)OCO2
13	COc1cc(OC)c(/C=N/NC(=O)c2ccc([N+](=O)[O-])cc2)cc1Br
14	CCCN1Cc2cccc(C(=O)NCCc3ccccc3)c2C1=O
15	CC1CCC(NC(=O)c2cc(S(=O)(=O)N3CCCCC3)c[nH]2)CC1 (stereo unspecified)
16	COc1ccc(OCCC(=O)OCc2c(C)noc2C)cc1

Assay by compound	9	10	11	12	13	14	15	16
D2 potentiator	-27	-10	4	-9	-19	-2	3	-4
D1 ag	0	1	3	1	1	2	4	2
D1 antagonist	-4	12	4	-5	-12	-8	-21	-6
TRHR ag	-0.6	1.2	0.4	6.1	0.2	0.4	-1.5	0.4
Anesthetic bind	-6%	-3%	-6%	-9%	-8%	-18%	?	-14%
RXFP1 antagonist	-3	8	-13	-10	2	-3	nt	8
RXFP1 agonist	6.6%	2.3%	3.5%	0.5%	2.6%	5.8%	2.2%	-1.3%
TRHR PAM	3	2	16	33*	0	-4	1	-1
D1 potentiator	-1	-4	2	-2	-2	-2	-1	3

# Quoted from the listing:
# entry 13 in D1 ag is entered as 1
# entry 7 in RXFP1 antagonist is entered as 4
# entry 1 in D1 antagonist is entered as 0
# entry 15 in D1 antagonist is entered as -21
# entry 14 in D1 ag is entered as 2

# Complete entries, looked up by structure. Screens in order: D2 potentiator	D1 ag	D1 antagonist	TRHR ag	Anesthetic bind	RXFP1 antagonist	RXFP1 agonist	TRHR PAM	D1 potentiator
# `CC(NC(=O)c1ccc(S(C)(=O)=O)cc1)c1cccc2ccccc12` (stereo unspecified) is entered as -10	1	12	1.2	-3%	8	2.3%	2	-4
# `CCCN1Cc2cccc(C(=O)NCCc3ccccc3)c2C1=O` is entered as -2	2	-8	0.4	-18%	-3	5.8%	-4	-2

# Further structures:
17	Cc1ccc(CSc2nnc(C(F)(F)F)n2Cc2ccc(F)cc2)cc1
18	COc1ccc(/C(C)=N/NC(=O)Cc2ccc(Cl)cc2)cc1
19	Cc1ccc(NC(=O)CC(N)=S)cc1
20	O=C(CC(C(=O)N1CCc2ccccc21)n1ccnc1)NCc1cccnc1 (stereo unspecified)
21	COc1ccccc1NC(=O)C(OC(=O)CNC(=O)c1ccccc1)c1ccccc1 (stereo unspecified)
22	CC(C)CN=Cc1c(O)c([N+](=O)[O-])cc2oc3c(c12)CCCC3
23	Clc1ccccc1-c1nnc(CNC2CC2)o1
24	CC[C@@]12C(=O)N(c3cccc(F)c3)C(=O)N1[C@H](c1ccc(OC)cc1)[C@@H]1C(=O)N(C(C)(C)C)C(=O)[C@@H]12
25	Cc1nc(CNS(=O)(=O)c2cc([N+](=O)[O-])ccc2C)cs1

Assay by compound	17	18	19	20	21	22	23	24	25
D2 potentiator	2	8	4	-16	nt	-1	4	-5	-6
D1 ag	7	3	0	0	0	5	3	2	1
D1 antagonist	-6	-16	3	-19	21	0	-12	6	8
TRHR ag	0.2	-0.5	-0.9	0.2	-1.8	2.1	0.0	0.0	-1.9
Anesthetic bind	-9%	-15%	9%	-7%	nt	2%	-8%	nt	-14%
RXFP1 antagonist	-1	-6	-14	4	nt	-26	-6	nt	8
RXFP1 agonist	2.3%	0.9%	-26%	-0.8%	nt	-0.6%	-0.7%	0.2%	1.0%
TRHR PAM	1	-2	0	-8	-5	-2	0	15	0
D1 potentiator	12	0	1	-3	-5	2	2	-3	9

# Printed as active in TRHR PAM, of those listed so far:
12	O=C(N/N=C\c1cccc(OC(=O)c2ccco2)c1)c1ccc2c(c1)OCO2

Assay by compound	12
D2 potentiator	-9
D1 ag	1
D1 antagonist	-5
TRHR ag	6.1
Anesthetic bind	-9%
RXFP1 antagonist	-10
RXFP1 agonist	0.5%
TRHR PAM	33*
D1 potentiator	-2

# Shown with values under each structure: part of the list above.
# Each structure is followed by: D2 potentiator, D1 ag, D1 antagonist, TRHR ag, Anesthetic bind, RXFP1 antagonist, RXFP1 agonist, TRHR PAM, D1 potentiator
5) CS(=O)(=O)c1cccc(C(=O)Nc2ccccc2Cc2ccccc2)c1
→ -12, 3, -13, -1.0, 7%, -13, -2.4%, -7, -6
3) CC(=O)OCc1c(C)cc(C)c(/C=C(/C#N)C(N)=O)c1C
→ 4, 1, 6, 0.8, -6%, -4, 0.8%, -1, -2
8) CCOc1ccc(C(=O)C(C)=O)c(OCC)c1
→ 9, -1, 3, -0.6, -10%, 7, 0.9%, 16, 4

# High-throughput results as filed in PubChem.

# Only part of the results is shown. The share of hits here may be higher or lower than overall.
